Bioassay records deposited in PubChem BioAssay by several laboratories.
M17LAP inhibition: P. falciparum M17LAP inhibitors, primary screen, biochemical, fluorogenic H-Leu-NHMec substrate, 1536-well (AID 1619); recombinant M17LAP, H-Leu-NHMec fluorogenic kinetic assay; higher % means a stronger effect; inhibition, % at 30 µM, or IC50 in µM where a hit was titrated; 0.38% of 220,000 active;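 active means compound inhibiting the enzyme by more than half at any dose during confirmatory dose-response retesting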;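 further: plate controls were full reaction with DMSO carrier for no effect and no enzyme background for full effect; strong numbers were not always called active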
LYP phosphatase: PTPN22 lymphoid phosphatase activity blockers – biochemical, fluorescence intensity, uHTS (AID 1779) | recombinant LYP phosphatase, fluorescence intensity; higher % means a stronger effect | one-dose inhibition, % at 11.5 µM; IC50 in µM for titrated hits | 0.054% of 290,000 active;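 further: plate controls were vehicle with enzyme for no effect and no enzyme for full effect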
XIAP antagonists: small molecules displacing peptide from XIAP – biochemical, IAP family, fluorescence polarization (AID 1018) | displacement, % at 20 µM, or IC50 in µM where a hit was titrated | 0.007% of 200,000 active | XIAP BIR domain, fluorescence polarization peptide displacement; higher % means a stronger effect; in the data active means displacement above about 50%; further: a part of the inactive calls stands beside numbers as strong as those of hits
M1AAP inhibition: P. falciparum M1AAP inhibitors, biochemical, fluorogenic H-Leu-NHMec substrate, 1536-well (AID 1445). recombinant M1AAP, H-Leu-NHMec fluorogenic kinetic assay; higher % means a stronger effect. 0.42% of 220,000 active. inhibition, % at 30 µM; hits with a dose series show IC50 in µM;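 active means primary inhibition above the hit cutoff, then over 50% inhibition at one or more dose response concentrations, cut at about 23% in these data, passing the limit was not always enough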;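 further: plate controls were DMSO full reaction for no effect and no enzyme background for full effect; strong numbers were not always called active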
Dynein cargo inh: blocks dynein driven cargo transport along microtubules; 3617.4 mouse cells, GR-EGFP nuclear translocation imaging; test concentration mostly 20 µM; stimulated with dexamethasone, 1 µM; hits give low values; z-score, hits read low; 0.47% of 220,000 active;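 active means plate z-score of nuclear minus cytoplasmic receptor signal below a set negative limit, without overly bright fluorescence or cell loss, cut at about -3.5 in these data, passing the limit was not always enough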;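 further: z-score of nuclear minus cytoplasmic ring GR-EGFP intensity difference per well; some compounds called inactive have numbers as strong as hits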
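Also added – dexamethasone, 1.0 µM final · Buffer or medium – tet-free, stripped-serum medium · Schedule – induction 48 h, compound 1 h, agonist 30 min · Detection – formaldehyde fixation, Hoechst nuclear stain, 10x automated fluorescence imaging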
PMI inhibition: MPI inhibition at elevated mannose 6-phosphate – biochemical, fluorescence intensity, high mannose 6-phosphate, primary screen (AID 1220); 0.66% of 190,000 active; recombinant PMI enzyme, coupled fluorescence intensity; higher % means a stronger effect; one-dose inhibition, % at 20 µM; IC50 in µM for titrated hits
AID2073: inhibitors of Mint1-CaV2.2 protein interaction, biochemical, HTRF (AID 2073). inhibition, % at 20 µM; hits with a dose series show IC50 in µM. HTRF protein-protein interaction, Mint1-CaV2.2; higher % means a stronger effect. 0.19% of 290,000 active; in the data active means inhibition mostly above about 51%, no sharp cut-off; further: some results filed as inactive read as strong as hits
PMI inhibitors: inhibitors of human PMI, primary screen, biochemical, fluorescence intensity, coupled assay (AID 1209) | purified PMI enzyme, coupled fluorescence intensity; higher % means a stronger effect | one-dose inhibition, % at 20 µM; IC50 in µM for titrated hits | 0.42% of 190,000 active;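 further: plate controls were DMSO vehicle for no effect and wells lacking substrate for full effect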
Siah-1 displacement: blockers of Siah-1 interaction with plectin peptide – biochemical, fluorescence polarization, rhodamine-plectin, uHTS, primary screen (AID 1817); 0.02% of 290,000 active; one-dose displacement, % at 20 µM; IC50 in µM for titrated hits; Siah-1 / rhodamine-plectin peptide fluorescence polarization; higher % means a stronger effect;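 active means displacement of at least 50% at 20 µM, with a fluorescence ratio check between 0.3 and a set limit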;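 further: plate controls were Siah plus tracer with DMSO for no effect and tracer alone without Siah for full effect; strong numbers were not always called active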
Dynein cargo inh cytoplasmic EGFP: second read-out of Dynein cargo inh, no call of its own (marks repeat the call); z-score; measured here: cytoplasmic GR-EGFP intensity; hits give high values
Dynein cargo inh nuclear GR-EGFP: second read-out of Dynein cargo inh, no call of its own (marks repeat the call); z-score; measured here: nuclear GR-EGFP intensity;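 lower value marks the stronger effect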
Dynein cargo inh cell count: also measured in Dynein cargo inh; calls as there; z-score; measured here: cell count per field
Numbers without * were called inactive; · = no result given. Unless noted, no stated cut-off is given here; in the data, active means inhibition above about 50%; inactive means the rest.

SMILES	M17LAP inhibition	LYP phosphatase	XIAP antagonists	M1AAP inhibition	Dynein cargo inh	Dynein cargo inh cytoplasmic EGFP	Dynein cargo inh nuclear GR-EGFP	Dynein cargo inh cell count	PMI inhibition	AID2073	PMI inhibitors	Siah-1 displacement
CCCCOc1ccc(C(=O)N/C(=C/C=C/c2ccccc2)C(=O)O)cc1	43%	7%	-8.2%	13%	0.66	-0.15	-0.0083	0.56	2%	5%	3%	5%
CCC(=O)N1CCN(c2ccccc2NC(=O)COc2cc(C)ccc2C(C)C)CC1	5%	-4%	-5.5%	0%	1	-0.23	0.29	-0.8	14%	6%	23%	-2%
COc1ccccc1NC(=O)c1ccc(NC(=O)CN2C(=O)CN(C)C2=O)cc1	-3%	0%	-8.1%	0%	-0.061	1.2	-0.11	0.15	-1%	-6%	0%	-1%
O=C(OCc1ccc(Cl)cc1Cl)c1cccnc1Cl	-6%	5%	-5.6%	0%	-0.6	-0.22	-1	-0.28	0%	38%	-2%	1%
COCCSc1nc(N)c(NC(=O)c2ccc(OC)cc2)c(=O)[nH]1	-2%	-8%	-2.7%	4%	0.077	-0.26	0.23	0.38	-4%	2%	-5%	9%
O=C(N/C(=C/c1ccc(Br)cc1)C(=O)N1CCCC1=O)c1ccco1	6%	0%	-3.4%	10%	-1.2	-0.18	-0.54	0.5	8%	1%	6%	-1%
Oc1ccccc1CNc1cccc2cccnc12	2%	-11%	-2.4%	5%	-1.5	-0.17	-0.65	0.96	45%	5%	34%	37%
CCOC(=O)C(NC(=O)Nc1cccc(C)n1)(OCC(F)(F)F)C(F)(F)F (stereo unspecified)	2%	-7%	-3.7%	3%	-0.59	-0.19	-0.024	0.066	59%*	0%	34%	1%
COc1ccc(-c2ccc(-c3noc(C)n3)c(OC)n2)cc1	10%	-8%	-5.0%	14%	-0.58	-0.22	-0.24	0.72	-1%	9%	5%	5%
CCOC(=O)C1=C(O)/C(=C\c2cc(C)n(-c3ccc(F)cc3)c2C)N=C1C	0%	-8%	-14%	6%	-0.033	-0.02	0.012	0.12	-60%	-5%	-53%	2%
O=C(NNC(=O)C1CCCCC1)C(=O)NC1CCCCC1	1%	-5%	-10%	-2%	-0.083	-0.18	-0.13	1.3	4%	13%	7%	5%
CC(C)C(=O)Nc1cccc(C(=O)OCC(=O)c2ccc(Cl)cc2Cl)c1	-5%	-5%	-4.7%	0%	1.3	-0.21	1.3	-0.22	5%	-2%	10%	-4%
Cc1cc(NC(=O)CSc2ncccc2C(=O)O)no1	-2%	-4%	-11%	6%	-0.52	-0.35	-0.2	0.76	0%	1%	-13%	-3%
CSc1nc(-c2ccc(Cl)cc2)nn1S(=O)(=O)c1ccc(Cl)cc1	10%	1%	-0.3%	1%	-0.62	-0.14	-0.048	0.77	-15%	5%	-16%	1%
COC(=O)c1cc(=O)n(Cc2cccs2)c(=NCc2cccs2)s1	2%	0%	10%	-1%	-0.91	-0.34	-0.42	0.65	16%	2%	8%	0%
S=c1[nH]nc(-c2ccccc2)n1C1C=CCCC1 (stereo unspecified)	9%	1%	-1.5%	1%	-1.6	-0.17	-0.48	0.3	-4%	11%	-3%	1%
COc1ccc(COC(=O)N/C=C/c2ccco2)cc1	3%	-2%	-3.8%	2%	-0.61	-0.24	-0.0051	0.77	-43%	3%	-41%	-1%
COc1ccc(NC(=O)C/C(C)=N/NC(=O)C(=O)NC(C)C)c(OC)c1	-6%	-7%	15%	13%	-0.026	-0.14	-0.57	-0.66	11%	4%	6%	2%
CCOC(=O)Cn1nnc(-c2ccccc2)n1	-9%	-1%	-5.6%	-5%	0.4	-0.28	0.2	0.52	0%	15%	0%	-3%
CC(C)CNc1cc(Cl)c(S(=O)(=O)NCC(C)C)cc1C(=O)O	7%	-9%	-13%	8%	0.13	-0.21	0.04	-0.34	-3%	4%	-2%	-2%
CCCCCn1c(=O)[nH]c2cc(C(=O)NCc3ccccn3)ccc2c1=O	-3%	0%	-3.5%	1%	1.1	-0.26	0.47	0.72	2%	4%	-1%	11%
Cc1ccc(S(=O)(=O)N(C)CCCC(=O)N2CCN(C=O)CC2)cc1	5%	-6%	0.1%	1%	-0.17	-0.2	-0.066	-0.22	3%	1%	6%	1%
COc1c(C)cc(C(=O)C2CCCN(C(=O)c3cccc(-n4cccn4)c3)C2)cc1C (stereo unspecified)	1%	-2%	-6.7%	1%	0.082	-0.24	0.27	0.19	6%	1%	13%	3%
CSc1ccc(-c2nnn(CC(=O)NCc3ccccc3)n2)cc1	-2%	0%	-11%	-2%	-0.31	-0.13	-0.56	0.52	6%	28%	6%	-5%
Cc1cc(C)n(Cc2nc3ccccc3n2C)n1	-2%	-3%	-4.7%	-4%	-0.83	-0.29	-0.26	0.45	12%	-3%	16%	3%
CCCCN1C(=S)NC[C@@H]1c1ccccc1	-3%	-3%	-0.6%	4%	-0.99	-0.3	-0.36	0.56	-3%	-3%	1%	1%
CS(=O)(=O)N1CCC(C(=O)NCc2ccc(Cl)cc2Cl)CC1	-3%	-3%	-4.4%	-1%	-0.44	-0.25	-0.11	0.55	-14%	-12%	-12%	10%
Cc1ccc(-n2nc(C)c3c2OC(N)=C(C#N)C3c2ccoc2)cc1 (stereo unspecified)	9%	-4%	-5.7%	9%	2.2	0.039	1.7	-0.96	5%	18%	2%	-2%
CCOCCCNC(=O)C1CCN(S(=O)(=O)N(CC(C)C)CC(C)C)CC1	2%	-5%	-0.3%	-1%	0.82	-0.29	0.97	-0.37	-2%	0%	1%	-5%
Cn1c(SCc2ccc([N+](=O)[O-])cc2)nnc1-c1cccnc1	-2%	-8%	-9.1%	3%	-0.34	-0.2	0.44	-0.14	4%	4%	7%	2%
CCC(=O)NC(=S)Nc1cccc(NC(=O)c2ccc(Cl)cc2Cl)c1	12%	2%	0.6%	14%	-0.48	-0.21	-0.55	1.2	15%	-10%	13%	4%
Cc1onc(-c2c(Cl)cccc2Cl)c1C(=O)N1CCN(c2ncccn2)CC1	6%	-13%	-9.7%	-9%	0.9	-0.38	-0.18	-0.28	10%	-2%	13%	2%
Cc1cc(C)n(-c2ccc(Cl)c(C(=O)Nc3ccc(OC(F)(F)F)cc3)n2)n1	10%	-2%	-5.0%	8%	-1.1	-0.22	-0.89	0.82	-2%	5%	-11%	-2%
CCC(=O)c1ccc(N2CCN(C(=O)c3ccccc3)CC2)c(F)c1	·	-1%	-0.7%	·	0.92	0.15	1.3	-1.3	5%	7%	2%	6%
O=C(NCc1ccc(Cl)cc1)c1cc(-c2ccco2)on1	8%	-6%	-1.8%	5%	0.9	-0.36	0.024	0.14	-4%	5%	0%	-7%
CC(C)=CCOc1ccc2ccc(=O)oc2c1	-9%	0%	-5.8%	6%	-0.1	-0.12	0.1	0.04	-6%	9%	5%	-2%
CC1(C)CC(C(CC(=O)Nc2nccs2)c2ccccc2)CCO1 (stereo unspecified)	13%	-1%	-2.2%	12%	-0.44	-0.25	-0.21	0.72	1%	3%	0%	0%
Cc1ccccc1OCc1nc2ccccc2[nH]1	-13%	-10%	-3.7%	5%	-0.096	-0.14	-0.019	-1.2	19%	-16%	11%	-3%
C=CCn1c(/N=C/c2ccc(N(C)C)cc2)nc2ccccc21	-2%	-5%	-2.5%	12%	-0.75	-0.31	-0.2	0.33	4%	-4%	4%	2%
O=C(O)c1cccc(NC(=O)C2C3C=CC(C3)C2C(=O)O)c1 (stereo unspecified)	48%	1%	-23%	3%	-1.1	-0.28	-0.28	0.18	-7%	13%	-4%	-1%
